Assay outcomes deposited in PubChem BioAssay by several laboratories.
CDK5 inh: CDK5/p35 (human) kinase inhibition. Recombinant CDK5/p35, ADP-Glo luminescence, 60 min. AID 488839. Q00535+Q15078. 330,000 tested, 0.01% active. inhibition, % at 10 µM;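 active = highest replicate inhibition of at least 50% and at least 75% of replicates reaching 50%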;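 also: plate controls were DMSO neutral control for no effect and GW8510 at 10 µM for full effect; many of its hits are not listed in these tables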
RTF Ca sens act: cardiac RTF calcium sensitization; P19429+P45379; 340,000 tested, 0.24% active; activation, % at 7.2 µM; IANBD-labeled TnC RTF fluorescence at EC20 calcium; 0% EC20 calcium, 100% full calcium;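 active = activation above the mean over all tested compounds plus 3 SD, cut at about 30% in these data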;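 also: rise in fluorescence read as greater calcium sensitivity of cardiac thin filaments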
CAL PDZ FP-1: blocks peptide binding to the human CAL PDZ domain | Q9HD26 | purified CAL PDZ, TMR-peptide fluorescence polarization, 1 h | inhibition, % at 24.9 µM | AID 602252 | 300,000 tested, 0.92% active;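 active = mean inhibition of at least 30% with at least half of replicates also reaching 30%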;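 also: 0% = DMSO neutral control and 100% = excess unlabeled competitor peptide PRC23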
Rtt109 Vps75: C. albicans Rtt109 histone acetyltransferase inhibition. Q5AAJ8. purified Rtt109/Vps75, ThioGlo CoA-SH fluorescence, 4 h. inhibition, % at 34.9 µM. 330,000 tested, 0.16% active. AID 540336;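 active = inhibition of at least 50% in every replicate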
Target sequence (Q5AAJ8 whole entry, looked up): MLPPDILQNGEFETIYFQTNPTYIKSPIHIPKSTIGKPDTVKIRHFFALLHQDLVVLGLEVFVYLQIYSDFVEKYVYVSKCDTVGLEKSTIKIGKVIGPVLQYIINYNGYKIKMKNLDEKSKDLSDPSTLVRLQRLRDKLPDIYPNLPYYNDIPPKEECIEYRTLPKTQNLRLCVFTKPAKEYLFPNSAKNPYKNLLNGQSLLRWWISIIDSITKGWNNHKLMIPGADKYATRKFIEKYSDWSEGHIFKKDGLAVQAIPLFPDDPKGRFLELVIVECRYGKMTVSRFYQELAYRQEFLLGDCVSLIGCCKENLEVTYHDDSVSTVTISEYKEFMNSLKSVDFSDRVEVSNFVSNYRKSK
CAL PDZ FP-2: blocks peptide binding to human CAL PDZ domain | 330,000 tested, 0.02% active | AID 504414 | inhibition, % at 20 µM | Q9HD26 | purified CAL PDZ, TMR-peptide fluorescence polarization, 1 h;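 active = highest replicate inhibition of at least 40%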;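 also: plate controls were DMSO neutral control wells for no effect and unlabeled competitor peptide control wells for full effect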
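Test system: purified CerCALP PDZ construct; Compound dosing: one concentration, 20 µM compound; Also added: TMR-labelled reporter peptide T*-PRC34 bound in PDZ groove; Read-out: inhibition from polarization loss; Controls: unlabelled peptide and DMSO controls; Signal: FP readout, S and P plane fluorescence; Incubation: 1 h at RT.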
dFosB activator: mouse delta FosB homodimer activation; P13346; purified delta FosB, TAMRA-CDK5 oligo fluorescence polarization; percent of positive-control signal above neutral wells; activation, % at 25 µM; 340,000 tested, 0.99% active;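 active = mean activation above about 17%, with every replicate also reaching it, limit read from the data, passing the limit was not always enough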;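 also: fluorescence polarization rise as delta FosB binds a TAMRA Cdk5 AP-1 oligo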
Target sequence (P13346 whole entry, looked up): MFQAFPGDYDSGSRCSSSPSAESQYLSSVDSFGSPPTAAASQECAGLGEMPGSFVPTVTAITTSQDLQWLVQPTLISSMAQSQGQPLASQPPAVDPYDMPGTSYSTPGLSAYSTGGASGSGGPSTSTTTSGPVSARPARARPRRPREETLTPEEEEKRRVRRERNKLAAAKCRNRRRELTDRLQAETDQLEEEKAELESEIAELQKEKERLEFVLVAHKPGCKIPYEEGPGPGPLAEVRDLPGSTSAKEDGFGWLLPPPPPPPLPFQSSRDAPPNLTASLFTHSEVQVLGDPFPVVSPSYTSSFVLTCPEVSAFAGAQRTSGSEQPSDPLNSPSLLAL
Wnt bcat act: Wnt/beta-catenin pathway activation | 300,000 tested, 1.2% active | activation, % at 9.35 µM | Wnt/beta-catenin reporter cell assay, activator, plate reader; in the data active = activation above about 30%, passing the limit was not always enough;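 also: 0% = neutral control wells and 100% = positive control wells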
Tat transport: blocks Tat-dependent protein export in E. coli. inhibition, % at 10 µM. E. coli MC4100 TorA-mCherry Tat export, fluorescence. 340,000 tested, 0.036% active. AID 488895;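 active = mean replicate inhibition at least 50% and at least half of replicates individually reaching 50%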;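 also: exported cargo escapes ClpAP degradation while cytoplasmic cargo is degraded and loses fluorescence; 0% = median of neutral control wells and 100% = median of NaSCN control wells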
MITF TRPM1 HTS: activators of MITF-driven TRPM1 promoter activity in SK-MEL-5 cells. 300,000 tested, 0.75% active. SK-MEL-5 TRPM1-promoter luciferase, 24 h; % of positive control, neutral wells = 0. activation, % at 12.5 µM;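 active = mean activation of at least 80% with every replicate also reaching 80%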;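 also: 0% = neutral control wells and 100% = parthenolide positive control wells; values of inactives mirror those of a sister screen read the other way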
V-ATPase pH: regulators of yeast V-ATPase proton transport. AID 504577. S. cerevisiae, pHLuorin cytosolic pH fluorescence. 350,000 tested, 0.37% active. response, % at 10 µM; in the data active = response mostly above about 7.3%, no sharp cut-off; inactive = mostly below about 5.4%; also: actives read high; inactives centre near 0; some compounds called inactive have numbers as strong as hits
Starred values were filed as active, the others as inactive; . = not tested or not shown.

SMILES	CDK5 inh	RTF Ca sens act	CAL PDZ FP-1	Rtt109 Vps75	CAL PDZ FP-2	dFosB activator	Wnt bcat act	Tat transport	MITF TRPM1 HTS	V-ATPase pH
CCCCN(CC)CCNC(=O)c1cc2c(-c3ccccc3F)nn(C)c2s1	3.2	-5	-6	11	-7.0	-33	11	-3	6	-2
Cc1cc(C(=O)CCC(=O)N2CCN(c3ccccc3O)CC2)c(C)s1	-2.2	-1	-6	-5	-1.5	-8	4	-1	-7	0
CCn1cc(CN2CCC(C(=O)Nc3cccc(-c4cccc(Cl)c4)c3)CC2)cn1	-0.3	-7	.	19	-2.6	-1	2	1	-5	1
CCc1cc(CNC(=O)CC2C(=O)NCCN2Cc2ccccc2C(F)(F)F)on1 (configuration not stated)	-1.2	-1	-2	-8	-0.7	-6	3	0	10	-4
COc1ccccc1C(=O)N(C)CC(=O)Nc1ccc(N2CCOCC2)cc1	-1.5	2	.	0	0.1	4	3	-5	-1	-3
CSc1ccc(CNC(=O)C2CCC(=O)N(Cc3cccc(F)c3)C2)cc1 (configuration not stated)	0.5	-2	-4	8	-2.4	-3	0	1	-12	2
COc1ccc(CC(=O)NCCCCc2ccccc2)cc1OC	-0.5	-3	-7	2	-0.8	8	-1	4	-8	0
Cc1nn(C(=O)c2cccnc2)c(C)c1Sc1ccccc1	0.1	4	-1	-1	0.4	-1	.	-3	6	-3
COc1ccccc1N1CCN(C2CC(=O)N(c3cccc(Br)c3)C2=O)CC1 (configuration not stated)	-0.8	-6	-8	-3	-2.1	-3	-1	-8	-1	3
Cc1cccc2cc(CN(Cc3nnnn3C3CCCC3)C3CCCCC3)c(=O)[nH]c12	-1.0	-5	1	10	1.6	1	.	2	-2	-4
c1cc2nncn2nc1N1CCCC1	0.6	-4	-1	-3	-1.8	-2	.	2	2	-2
C/C(=N\NC(=O)CN1CCOCC1)C(C)(C)C	-0.7	3	19	1	-1.7	-1	-1	2	-1	4
Cc1ccc(SCCN2CCN(CCc3ccccc3)CCC2=O)cc1	0.0	6	-2	5	-1.2	-3	1	-21	4	2
COC(=O)/C=C/c1ccccc1S(=O)(=O)N(Cc1ccccc1)Cc1ccco1	2.2	1	-5	-6	-0.8	-6	-18	2	-38	3
Cc1cc(C)n(CCN(C)Cc2cn[nH]c2-c2ccc(F)cc2F)n1	-0.9	-1	9	0	-2.8	-11	0	-7	16	-2
O=C(O)c1ccccc1C(=O)N1CC=C(c2ccccc2)CC1	1.2	3	-2	2	-0.4	-7	.	3	-2	2
COC/C=C/C1=CC2=CC(=O)C(C)(OC(=O)c3cnc4ccccc4n3)C(=O)C2=CN1CCCCO (configuration not stated)	0.4	0	-5	17	2.0	1	-1	-10	-3	1
CN(C(=O)COC(=O)c1cc([N+](=O)[O-])ccc1Cl)c1ccccc1	0.0	2	-2	0	-2.1	3	-4	-9	2	8
COc1cc(OC)cc(C(=O)NCCOc2ccccc2)c1	-0.9	-3	-4	-6	-2.0	-1	.	-4	72	3
O=C(O)Cc1sc(Nc2ccc(F)cc2)nc1-c1cccs1	-8.4	-3	-4	-1	-1.0	4	8	-2	10	1
COc1ccccc1C(=O)COC(=O)CN1C(=O)C2CC=CCC2C1=O (configuration not stated)	1.7	1	-1	1	-2.4	1	-1	-4	-14	-2
C=CCNC(=O)c1cccc(NS(=O)(=O)c2ccc(Cl)cc2)c1	0.2	-1	.	-3	-0.3	4	0	8	12	-1
CCN(CC(=O)Nc1ccc(NC(C)=O)cc1)CC(=O)Nc1ccc(Cl)c(Cl)c1	-0.7	1	-3	-4	0.1	-9	-4	9	-15	8
CCOc1ccc(N2CC(C(=O)NCc3nnnn3-c3ccc(C)c(C)c3)CC2=O)cc1 (configuration not stated)	0.3	7	-4	-20	-2.6	-4	-1	5	3	1
COc1ccc(NC(=O)COc2cc(C)cc(C)c2)cc1S(=O)(=O)N1CCCCC1	-1.4	-7	8	3	-3.5	-22	-6	15	-18	3
CN1CCN(c2ccc(NC(=S)NC(=O)c3cccc4c(Br)cccc34)cc2)CC1	0.9	-2	-4	-4	-1.7	-4	-2	-3	7	9
Cn1c(C(O)c2ccc(Cl)cc2)nc(Cl)c1Cl (configuration not stated)	-1.0	-4	-3	1	-1.9	0	-1	-7	-15	-6
Cc1ccc(NS(=O)(=O)c2ccccc2[N+](=O)[O-])cc1C	0.8	5	-3	-4	-2.4	-6	-1	-5	8	11
O=C(NCC1CCCO1)C1CCCN(S(=O)(=O)c2ccc(Cl)cc2)C1 (configuration not stated)	0.6	-7	-5	-16	-3.6	-7	-1	7	6	4
C=CCNc1nc(C(F)(F)F)nc2c1nnn2Cc1ccccc1Cl	-0.1	-9	2	-2	.	-7	-3	-2	1	-1
C[C@H](CO)N1C[C@H](C)[C@@H](CN(C)CC2CCCCC2)Oc2c(NS(=O)(=O)c3ccccc3)cccc2C1=O	0.8	-3	-1	5	-0.4	5	26	-2	3	1
O=C(CNC(=O)c1ccc(Cl)cc1)NNC(=O)c1ccc(Br)cc1	0.3	-1	.	-6	0.6	3	55*	1	5	-1
O=C(COC(=O)c1ccccc1[N+](=O)[O-])NC(=O)c1ccccc1	1.0	-3	.	0	-0.5	3	-3	-7	5	-8
CCOC(=O)Nc1ccc2c(CN3CCN(S(=O)(=O)c4ccccc4F)CC3)cc(=O)oc2c1	-0.1	2	-4	-7	-5.1	-6	0	7	-1	-1
COc1ccc(-n2cc(C(=O)Nc3cc([N+](=O)[O-])ccc3OC)c3ccccc3c2=O)cc1	-2.7	4	6	-3	0.4	0	.	4	-9	0
CCn1c(SCC(=O)NC2CCCc3ccccc32)nnc1-c1ccncc1 (configuration not stated)	1.4	-2	-1	1	-2.3	-3	24	-5	-2	1
O=C1C2C(C(=O)N1Cc1ccco1)C1C=CC2C12CC2 (configuration not stated)	2.0	-3	.	0	0.0	-9	.	-2	-4	-5
Cc1ccsc1/C=N/NC(=O)c1ccco1	-1.3	2	-3	-5	-3.4	-2	.	-1	-6	-5
CCOc1ccc(NC(=O)CSc2nnc(-c3ccco3)n2N)cc1	-0.6	0	1	3	-3.8	-14	2	1	-8	-4
Cc1nn(-c2ccccc2)c(C)c1/C=N/NC(=O)c1ccc(F)cc1	-1.0	0	-2	-4	-2.0	-14	4	3	.	4
O=C(Nc1nnc(CSCc2ccc(F)cc2)s1)c1cccc([N+](=O)[O-])c1	-0.3	-5	9	-6	-2.4	-11	-1	-18	-10	-2
O=C1CCc2cc(S(=O)(=O)NCCC(=O)N3CCN(c4cccc(Cl)c4)CC3)ccc2N1	1.1	0	0	11	-2.2	-6	-11	21	.	2
CC(C)NC(=O)N(C)C[C@H]1Oc2ccc(NC(=O)NC3CCCCC3)cc2C(=O)N([C@H](C)CO)C[C@@H]1C	1.3	-10	-3	8	0.3	-11	-4	-10	3	-6
Cc1ccc(S(=O)(=O)N(C)C)cc1NC(=O)c1cc(=O)[nH]c2ccccc12	-0.2	0	-2	-9	-1.9	-10	7	-3	-8	0
O=C(CCCN1C(=O)/C(=C\c2cccc(Br)c2)SC1=S)Nc1cccnc1	-2.2	7	-4	8	1.2	13	3	5	-10	5
CN(C)S(=O)(=O)c1cc(NC(=O)CSc2ncc(C(F)(F)F)cc2Cl)ccc1Cl	1.9	-4	-3	5	-0.3	-2	2	9	-2	-2
C#CCOCCOCCOCCNc1nc(N2CCN(C(=O)[C@H]([C@@H](C)CC)n3cc(CCC(=O)O)nn3)CC2)nc(N2CCN(C(=O)[C@H](CCCCN)n3cc(CC(C)O)nn3)CC2)n1 (some centres not stated)	-1.2	4	-3	-5	1.3	-4	-1	-4	-6	6
Cc1ccc(C)c(OCc2cc(C(=O)N(C)Cc3nccs3)no2)c1	-1.2	3	-1	9	-0.9	-4	10	4	42	2
CN(c1nc2ccccc2n2c(-c3ccco3)nnc12)S(=O)(=O)c1ccccc1	-1.3	0	-3	1	1.0	2	0	-3	.	.
Cc1ccc(CN2C(=O)N/C(=C\c3ccc(N4CCOCC4)cc3)C2=O)cc1	-0.4	2	-1	4	-0.6	-3	.	-6	-7	-2

The list goes on:
SMILES	CDK5 inh	RTF Ca sens act	CAL PDZ FP-1	Rtt109 Vps75	CAL PDZ FP-2	dFosB activator	Wnt bcat act	Tat transport	MITF TRPM1 HTS	V-ATPase pH
CCN(CC(=O)NC(=O)NCc1ccccc1)Cc1nc2ccccc2c(=O)[nH]1	0.7	0	-5	5	-0.9	-7	-3	-2	0	-2
CCOc1cc(/C=C2\N=C(C)OC2=O)cc(Br)c1OCC(=O)OC	0.0	0	-7	-5	0.9	-3	-1	-13	-28	3
O=C(N/C(=C/c1ccco1)C(=O)N1CCCCCC1)c1cccs1	3.7	3	.	-14	-0.7	-5	.	0	-5	-2
Cc1cccc(NC(=O)C2C(c3ccccc3)C2(Cl)Cl)c1 (configuration not stated)	-4.8	3	.	4	-1.0	1	4	7	-2	-2
Cn1c(=O)c2c(O)c(Cc3ccccc3)c(=O)[nH]c2n(C)c1=O	0.8	-1	-1	1	-3.3	4	0	1	9	4
Cc1cccc(NC(=O)Cn2nnc(C(=O)NCc3ccco3)c2N)c1	1.1	5	2	.	-3.1	5	4	-4	-12	1
O=C(COc1ccc(S(=O)(=O)NC2CCCC2)cc1)N1CCCCCC1	0.1	4	.	10	0.4	-13	.	1	.	-1
CCCOc1ccc(N2C(=O)CC(N3CCN(c4ccc([N+](=O)[O-])cc4)CC3)C2=O)cc1 (configuration not stated)	-1.5	0	2	0	-1.9	-12	-1	0	-9	3
CCCCC(=O)Nc1ccc(NC(=O)c2ccc3c(c2)OCO3)cc1OC	1.8	-4	.	0	-0.2	-10	.	9	-6	0
CCCC1C(=O)N2C(N(C)C)=Nc3ccc(C)cc3N2C1=O (configuration not stated)	-0.7	2	-3	5	-0.1	7	2	0	26	-6
Cc1ccc(-n2[nH]c(C)c(/C=C3/C=Nc4ccccc43)c2=O)cc1C	-0.6	-4	9	-5	-1.5	-7	-2	5	8	0
COc1ccc(N2CCN(CC(=O)Nc3ccc(C)cc3)CC2)cc1	15	-10	-2	-2	0.6	-6	0	-4	.	4
Cc1ccc2[nH]cc(CCCN3C(=O)c4ccccc4C3=O)c2c1	-3.0	-5	1	.	-1.8	-6	.	2	13	6
CCCCc1cc(=O)oc2c(C)c(OCc3nn[nH]n3)ccc12	-0.4	3	-3	-5	-0.8	-5	1	5	-3	2
COc1ccc(CNc2ncnc3sccc23)cc1	-0.2	-2	-2	-2	-0.6	-13	-4	-16	-10	-1
Cc1ccc(S(=O)(=O)N(C)C)cc1NC(=O)C(C)N(C)Cc1sccc1C (configuration not stated)	0.0	0	-1	-3	-2.1	-7	-3	10	-17	1

A stretch from the list above, for reference:
SMILES	CDK5 inh	RTF Ca sens act	CAL PDZ FP-1	Rtt109 Vps75	CAL PDZ FP-2	dFosB activator	Wnt bcat act	Tat transport	MITF TRPM1 HTS	V-ATPase pH
COc1ccc(CNc2ncnc3sccc23)cc1	-0.2	-2	-2	-2	-0.6	-13	-4	-16	-10	-1
Cc1ccc(S(=O)(=O)N(C)C)cc1NC(=O)C(C)N(C)Cc1sccc1C (configuration not stated)	0.0	0	-1	-3	-2.1	-7	-3	10	-17	1
